FBW7 act: activators of human E3 ligase FBW7; Q969H0; AlphaScreen FBW7–phospho-cyclin E peptide binding, activator screen; 650,000 compounds, 0.13% hits; normalized activity (activation), % at 26.1 µM; in the data active = normalized activity above about 1.9%;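 also: purified mutant Fbw7 with reduced substrate affinity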
MITF inh: inhibitors of human MITF | O75030 | AlphaScreen MITF homodimerization, bead proximity signal | inhibition, % at 2.6 µM | 650,000 compounds, 0.91% hits; in the data active = inhibition above about 50%;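 also: 0% = vehicle wells with protein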
Target sequence (O75030 whole entry, looked up): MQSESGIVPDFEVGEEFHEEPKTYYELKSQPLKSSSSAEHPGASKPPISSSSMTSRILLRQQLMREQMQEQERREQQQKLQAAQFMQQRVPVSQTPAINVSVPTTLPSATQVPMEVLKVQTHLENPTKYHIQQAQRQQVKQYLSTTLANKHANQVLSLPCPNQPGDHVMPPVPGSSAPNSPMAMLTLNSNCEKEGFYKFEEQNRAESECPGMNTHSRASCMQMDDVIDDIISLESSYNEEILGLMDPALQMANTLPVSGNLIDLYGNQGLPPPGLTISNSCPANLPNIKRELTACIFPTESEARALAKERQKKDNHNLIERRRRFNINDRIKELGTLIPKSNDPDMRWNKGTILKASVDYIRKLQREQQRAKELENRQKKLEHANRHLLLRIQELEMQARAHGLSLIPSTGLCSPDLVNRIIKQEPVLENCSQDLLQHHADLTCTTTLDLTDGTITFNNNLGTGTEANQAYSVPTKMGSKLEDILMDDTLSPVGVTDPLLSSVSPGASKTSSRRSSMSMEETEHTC
GPR151 activ: activators of human GPR151 | Q8TDV0 | PathHunter beta-arrestin GPR151 cells, luminescence | activation, % at 11.2 µM | 650,000 compounds, 1% hits | AID 1508602; in the data active = activation above about 4.9%;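 also: 0% = median of compound wells and 100% = cells with positive control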
Target sequence (Q8TDV0 whole entry, looked up): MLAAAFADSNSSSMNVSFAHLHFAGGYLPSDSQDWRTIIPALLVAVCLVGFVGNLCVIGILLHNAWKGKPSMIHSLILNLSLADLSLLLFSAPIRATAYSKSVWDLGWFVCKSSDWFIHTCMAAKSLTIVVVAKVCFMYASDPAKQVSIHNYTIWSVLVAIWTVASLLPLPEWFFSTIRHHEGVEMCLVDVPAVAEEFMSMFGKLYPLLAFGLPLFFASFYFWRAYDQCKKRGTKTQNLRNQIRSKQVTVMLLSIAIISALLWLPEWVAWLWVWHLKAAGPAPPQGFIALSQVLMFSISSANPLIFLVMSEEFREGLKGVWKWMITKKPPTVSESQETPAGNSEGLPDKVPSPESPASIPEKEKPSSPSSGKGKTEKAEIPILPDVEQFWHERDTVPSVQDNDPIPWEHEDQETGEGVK
TEAD-YAP block: TEAD-YAP interaction inhibition; HEK-TIYL cells, TEAD-Gal4/YAP UAS-luciferase luminescence; inhibition, % at 9.12 µM; 640,000 compounds, 1.4% hits; AID 1259422; in the data active = inhibition above about 32%;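 also: 0% = median of test compound wells and 100% = reference inhibitor wells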
Starred values were filed as active, the others as inactive.

molecule	FBW7 act	GPR151 activ	TEAD-YAP block	MITF inh
C=C(C)c1cccc(C(C)(C)NC(=O)NCCc2ccccc2)c1	-0.1	-0.1	-6.8	-1.1
CCOC(=O)c1c(N2C(N)=C(C#N)C(c3cccc([N+](=O)[O-])c3)C3=C2CCCC3=O)sc2c1CCCCC2 (stereo not drawn)	0.2	-0.9	3.7	-1.1
O=C1CCCN1c1nc(-c2ccc(Cl)cc2Cl)cs1	0.0	-1.0	-6.8	-3.4
CCOC(=O)COc1ccc2c(=O)c(Oc3ccc(C(=O)OC)cc3)c(C)oc2c1	-0.1	1.9	-4.8	-2.0
Cc1ccc(C2C(C#N)=C(SCC(=O)Nc3ccc(Br)cc3)NC3=C2C(=O)CCC3)o1 (stereo not drawn)	1.3	0.0	-38.9	18.1
O=C(COc1ccc2ccccc2c1)N1CCC2(CC1)OCc1ccccc1O2	-0.1	-1.1	-4.8	-5.4
COc1cccc2c1OC1(C)CC2NC(=O)N1c1ccc(C)c(F)c1 (stereo not drawn)	0.2	0.3	12.4	-20.2
CCOC(=O)CNc1c(-c2ccc(Cl)cc2)nc2c(C(=O)OC)c[nH]n12	-0.3	-1.0	-8.6	-0.7
O=S(=O)(c1ccccc1)c1cnc2ccc(F)cc2c1N1CCCC1	0.0	-2.1	2.0	-10.3
O=C(Nc1ccccc1C(F)(F)F)N1CCN(S(=O)(=O)c2ccc(Cl)cc2)CC1	-0.4	4.5	1.1	-17.1
COc1ccc(-n2nc([N+](=O)[O-])c(=Nc3ccc(Br)c(C)c3)n2O)cc1	0.1	-0.5	0.5	3.8
Cc1cc(/C=N/n2cnnc2)c(C)n1-c1ccc(Br)cc1	-0.1	1.5	7.9	7.4
O=C(c1c(F)cccc1F)N1CCN(c2ccc(F)cc2)CC1	0.1	0.0	-8.4	15.9
c1ccc2c(c1)OCC(c1nnc3c4c5c(sc4ncn13)CCCC5)O2 (stereo not drawn)	-0.1	0.6	-7.9	-3.9
CCOC(=O)c1c(C)oc2ccc(OC(C)C(=O)OC)cc12 (stereo not drawn)	0.5	-1.2	5.7	7.1
Oc1ccc(CCNc2nc(Nc3ccc(-n4ccnc4)cc3)nc3c2ncn3-c2ccsc2)cc1	-0.1	-0.2	61.6*	5.7
O=S(=O)(c1ccccc1C(F)(F)F)N1CCC(c2nc3ccccc3[nH]2)CC1	-1.5	1.0	-8.7	72.8*
O=C(NCCCN1CCCC1=O)c1ncoc1-c1ccc(F)cc1	-0.2	0.0	-24.4	0.3
Cc1cccc(-n2nc3c(c2NC(=O)c2ccc(C(C)(C)C)cc2)CS(=O)(=O)C3)c1C	0.0	1.3	0.9	13.2
Cc1ccc(C(=O)OCC(=O)N(NC(=O)Nc2ccccc2)c2ccccc2)cc1[N+](=O)[O-]	-0.1	-0.9	-0.2	-1.5

Later entries.
molecule	FBW7 act	GPR151 activ	TEAD-YAP block	MITF inh
COC(=O)c1cc(S(=O)(=O)N(C)c2cccc(C)c2)c[nH]1	0.0	-0.7	-3.2	7.0
O=C(c1cc2ccccc2o1)c1coc2ccc(O)cc12	0.0	-8.3	64.6*	-7.5
CCOc1ccc(C2c3[nH]c4ccccc4c3CCN2C(=O)c2ccccc2Cl)cc1 (stereo not drawn)	-0.1	-0.6	8.4	3.8
COc1ccc(C(=O)N(CCN(Cc2ccccc2)C(=O)c2ccc(OC)cc2)Cc2ccccc2)cc1	0.3	0.8	11.3	-6.2
COC(=O)CCS(=O)(=O)c1ccc(Cl)c(Cl)c1	0.4	0.1	-0.1	6.3
CCCNC(=O)c1cc(I)ccc1NC(=O)c1ccco1	0.5	-2.2	20.3	16.8
CCC(NC(=O)CCc1nnc(-c2cc(C)on2)o1)C12CC3CC(CC(C3)C1)C2 (stereo not drawn)	-0.1	2.7	-2.8	6.4
CCOC(=O)CNC(=O)c1nn(-c2ccc(OC)cc2)c(=O)c2ccccc12	0.6	0.3	-4.4	4.3
CCN1CCN(c2cc(C)c3cc(NC(=O)Cn4nc([N+](=O)[O-])c(Br)c4C)ccc3n2)CC1	0.0	-1.9	-9.8	11.9
CC(=O)Cc1nsc(NC(=O)/C=C/c2cccs2)n1	0.0	-1.2	-17.6	9.3
Cc1cc2c(cc1S(=O)(=O)Nc1ccc(C(C)C)cc1)OCCN2C	0.0	-2.6	-2.7	-15.8
O=C(NC1CCCCC1)C1CCCN(Cc2ccccn2)C1 (stereo not drawn)	-0.3	-1.5	-5.4	10.8
C=CCNc1nc2ccccc2nc1NS(=O)(=O)c1ccc(Cl)cc1	0.0	1.9	4.0	10.2
CC(=O)N(/N=C1\Sc2ccccc2C1=O)c1ccccc1	-0.2	0.8	-36.8	-16.2
COc1ccccc1C(C)Nc1ncccc1C(=O)O (stereo not drawn)	0.1	1.4	0.9	3.5
COc1ccc(S(=O)(=O)Nc2cc(-n3c(C)nc4ccccc4c3=O)ccc2F)cc1F	-0.4	-0.3	-13.5	0.1
C/C(=N\Nc1ccc(C(F)(F)F)cn1)c1ccc(O)cc1	0.0	-0.1	-0.5	-7.8
COc1ccc(OC)c(Nc2ncnc3ccc(Br)cc23)c1	0.2	0.0	7.7	7.4
Cc1ccc(SCC(=O)Nc2nc3c(s2)CCCC3)cc1	-0.3	-0.7	-19.9	-2.7
CNC(=O)CN1C(=O)NC(Cc2c[nH]c3ccccc23)C1=O (stereo not drawn)	-0.1	-1.4	7.6	3.8

Additional results:
molecule	FBW7 act	GPR151 activ	TEAD-YAP block	MITF inh
COc1ccc(-c2cc3nc(C)c(C)c(NCCCN4CCOCC4)n3n2)cc1	-0.2	0.9	-41.3	-3.9
CCOC(=O)c1ccc2nc(NC(=O)CSC3=NC(=O)C(c4ccccc4)C(=O)N3)sc2c1 (stereo not drawn)	-0.2	-0.1	-22.1	-22.2
CCN(CC)C(=O)C(=O)Nc1ccc(NC(C)=O)cc1	0.0	1.3	-2.1	4.0
Cc1c(Cl)ccc2c1=NC(=O)C=2c1sc(=Nc2ccccc2)n(-c2ccccc2)c1O	-0.1	0.8	14.1	-2.5
CCCCSC1=C(C#N)C(c2ccccc2OC)C(C#N)C(=O)N1 (stereo not drawn)	-0.1	0.6	6.5	-3.3
CC(=O)OCC1OC(OC(C)=O)C(N)C(OC(C)=O)C1OC(C)=O (stereo not drawn)	-0.1	-0.3	-10.2	3.2
Cc1ccc(Nc2ccn3ncc(-c4ccc(N(C)C)cc4)c3n2)cc1NS(C)(=O)=O	0.0	-1.0	10.3	2.2
O=C(CCc1ccccc1)N/N=C/c1ccc(O)cc1O	-0.5	0.6	17.4	23.5
CCN1C(=O)c2ccc(C(=O)O)cc2C1=O	-0.1	-2.1	-10.1	-4.2
CCOC(=O)c1ccc(NC(=O)C(C)Sc2nc(C)cc(=O)[nH]2)cc1 (stereo not drawn)	-0.2	1.7	-1.7	-2.8
CC(c1ccccc1)N1C(=O)CN(C2CCCCCC2)C(=O)C1c1ccccc1F (stereo not drawn)	0.4	-1.3	-14.2	13.9
CSc1ccc(/C=C/C(=O)c2cccc(N)c2)cc1	0.4	-1.3	-11.4	-11.3
CCOc1cc(C=O)c(Br)c(Cl)c1O	-0.1	0.2	0.9	4.7
CC1CCc2sc(NC(=O)c3ccc([N+](=O)[O-])s3)c(C(N)=O)c2C1 (stereo not drawn)	0.5	-0.9	-1.4	5.4
Cc1c(Cl)cccc1NC(=O)CSC1=C(C#N)C(c2ccco2)C2=C(CCCC2=O)N1 (stereo not drawn)	0.1	1.0	37.5*	49.2
C=CCOc1ccc(C2/C(=C(/O)c3ccc(OCCC)cc3C)C(=O)C(=O)N2CCCN2CCOCC2)cc1 (stereo not drawn)	0.2	-0.1	2.3	10.4
CCN1C(=O)c2ccc(-c3nc4ccc(Br)cc4c(=O)o3)cc2C1=O	0.0	1.0	4.8	7.1
COCCN=c1c([N+](=O)[O-])nn(-c2cccc(Cl)c2)n1O	0.1	-0.7	0.7	7.4
CC(=O)N1CCCN(C(=O)c2cc(COc3c(F)cccc3F)on2)CC1	0.0	0.3	0.2	36.7
CCOCCNS(=O)(=O)c1ccc(-n2cnnn2)c(OC)c1	-0.3	-0.8	-14.1	3.3

More entries follow.
molecule	FBW7 act	GPR151 activ	TEAD-YAP block	MITF inh
CN(CCC1CCCCO1)C(=O)c1cc(COc2ccc(F)cc2F)on1 (stereo not drawn)	0.0	0.4	-7.5	-1.9
CCOc1ccc(N2C(=O)CC(NCc3cccnc3)C2=O)cc1 (stereo not drawn)	0.1	-1.2	-8.3	-9.3
COC(=O)Cc1c(C)nc2nc(Cc3ccccc3)[nH]n2c1=O	0.0	0.0	-2.2	6.1
CN(C)c1ccc(C2SCCN2C(=O)c2cc3ccccc3oc2=O)cc1 (stereo not drawn)	-0.1	-2.5	0.3	-2.4
CCN(CC)c1nc(NCCOc2ccccc2)nc(Nc2cccc(N(C)C)c2)n1	0.5	-1.2	-6.4	60.7*
Cc1cccc(NC(=O)N2CCC(CN3CCOCC3)CC2)c1	0.6	-1.7	8.6	5.4
Cc1cc(C)nc(N/N=C/c2ccc3c(c2)OCCO3)n1	-0.2	-1.6	-24.8	-12.5
O=C(c1ccc(N2CC3CC(C2)c2cccc(=O)n2C3)c([N+](=O)[O-])c1)N1CCN(c2ccccc2Cl)CC1 (stereo not drawn)	-0.1	-0.3	-3.3	20.0
Cc1ccccc1-n1c(-c2ccccc2)cn2c3c(=O)n(CCCO)c(=O)n(C)c3nc12	-0.2	-0.2	-8.9	-23.1
C=CCn1c(Cn2ncc3ccccc3c2=O)n[nH]c1=S	0.0	1.9	-1.7	5.7
O=C(Nc1ccc(S(=O)(=O)N2CCOCC2)cc1)c1ccccc1Br	0.0	1.0	1.9	-16.1
O=C(NCCCn1ccnc1)c1cn(-c2ccccc2)nc1-c1ccccc1	0.0	-0.2	-7.3	5.3
C=CCOC(=O)C1C(C)CC2(C)CC1C(=O)O2 (stereo not drawn)	-0.2	0.9	-1.6	2.0
O=C(CCn1cccn1)N1CCCC(CNS(=O)(=O)c2cccs2)C1 (stereo not drawn)	0.1	1.4	9.4	-2.8
Cc1cc(C)nc(N/N=C/c2sccc2C)n1	0.1	-4.6	-35.9	9.7
NC(=O)c1ccccc1N=Cc1ccc2ccccc2c1	0.0	-0.2	-36.8	2.8
CCOC(=O)C1CCN(S(=O)(=O)c2cc(C(=O)Nc3ccc(Oc4ccccc4)cc3)ccc2F)CC1	-0.1	-0.7	4.8	11.9
Cc1oc2ccc(O)cc2c1C(=O)O	0.0	-2.1	-6.0	18.7
COc1ccc(CCC2CCN(C)CC2)c(O)c1	-0.1	0.1	0.9	0.9
O=C(NCc1cccnc1)c1cccc(N2CCCC2CO)n1 (stereo not drawn)	0.1	-1.2	-1.7	18.7

(further entries)
molecule	FBW7 act	GPR151 activ	TEAD-YAP block	MITF inh
CCC(C)NC(=O)CCC(=O)N1CCOc2ccc(Cl)cc21 (stereo not drawn)	0.0	1.0	2.6	-2.6
CCSc1nc2sccn2c(=O)c1C(=O)N1CC(C)CC(C)C1 (stereo not drawn)	0.6	0.2	13.3	11.0
Cc1cc(=O)oc2cc(NC(=O)c3cccc(S(=O)(=O)N(C)c4ccccc4)c3)ccc12	0.1	1.5	-1.9	-2.9
CCOc1cc(/C=C2\N=C(c3cc(F)c(F)cc3Cl)OC2=O)cc(I)c1OC(C)=O	-0.1	-0.5	3.1	9.2
COCCCNC(=O)c1c(N)n(-c2ccc(F)c(F)c2F)c2nc3ccccc3nc12	0.4	1.0	-3.2	-13.0
O=C(O)CC1(CC(=O)NCc2ccc3c(c2)OCO3)CCCCC1	0.0	-1.7	-12.6	-6.4
CC1=C(C(=O)Nc2ccc(F)c(F)c2)C(c2cccc(Cl)c2)NC(=S)N1 (stereo not drawn)	0.1	-1.1	8.3	10.0
N#CC1=C(SCC(=O)Nc2ccc(Cl)cc2)NC2=C(C(=O)CCC2)C1c1ccco1 (stereo not drawn)	0.3	-0.4	-15.8	5.8
O=C(N/N=C\c1ccc2c(c1)OCO2)c1cc([N+](=O)[O-])cc([N+](=O)[O-])c1	0.6	-0.4	4.1	14.1
COc1ccc(Cc2nnc(NC(=O)Nc3cccc(Cl)c3)s2)cc1OC	0.0	0.1	8.7	12.0
O=C(/C=C/c1cccc(F)c1)OCC(=O)c1c[nH]c2ccccc12	0.8	1.2	-0.7	20.2
